# LmPK inh: blocks Leishmania mexicana pyruvate kinase activity | 290,000 tested, 0.37% active | Q27686 | Potency, µM (doses to about 57.5 µM), for inactives: at the highest dose activity change, negative = inhibition, most hits filed as inhibitors | purified LmPK, Kinase-Glo ATP luminescence, 1 h; further: potency means the concentration at half of the fitted maximal effect; on the % scale 0 is the no-effect control and ±100 the full control effect
# Target sequence (Q27686 whole entry, looked up): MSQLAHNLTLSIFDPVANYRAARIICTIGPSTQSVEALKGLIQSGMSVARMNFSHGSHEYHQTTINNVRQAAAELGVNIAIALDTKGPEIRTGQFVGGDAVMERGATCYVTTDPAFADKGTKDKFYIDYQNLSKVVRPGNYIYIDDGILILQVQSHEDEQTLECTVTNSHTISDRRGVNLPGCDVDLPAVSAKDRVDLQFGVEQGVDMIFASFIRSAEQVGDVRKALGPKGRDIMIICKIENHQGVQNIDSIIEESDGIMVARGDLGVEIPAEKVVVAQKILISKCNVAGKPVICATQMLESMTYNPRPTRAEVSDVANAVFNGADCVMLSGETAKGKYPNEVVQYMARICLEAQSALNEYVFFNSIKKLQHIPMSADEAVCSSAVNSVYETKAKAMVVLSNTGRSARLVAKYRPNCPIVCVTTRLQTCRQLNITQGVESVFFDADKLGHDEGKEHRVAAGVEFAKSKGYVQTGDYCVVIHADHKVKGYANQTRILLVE
#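 Kinase-Glo luminescence read after 1 h RT reaction of 0.1 nM LmPK with 0.5 mM PEP and 0.1 mM ADP. Activity scaled between uninhibited and enzyme-free controls.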
# Pf growth 96h: P. falciparum growth inhibition at 96 hour, primary screen for plastid delayed-death inhibitors | 320,000 tested, 6.9% active | AID 504834 | Potency, µM (top dose mostly 28.7 µM), for inactives: top-dose activity change, negative = inhibition, hits mostly inhibitors | P. falciparum luciferase reporter growth, 96 h; further: potency means the concentration at half of the fitted maximal effect; on the % scale 0 is the no-effect control and ±100 the full control effect
#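 Cell-based qHTS: luciferase-tagged P. falciparum in erythrocytes (2% hematocrit, 0.05% parasitemia final) incubated with compounds for 96 hours, 37 C, 5% CO2; luciferase detection reagent then added and luminescence measured.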
# AmpC no deterg: inhibitors of E. coli AmpC beta-lactamase without detergent | AmpC nitrocefin hydrolysis, absorbance 480 nm, 0.0001% Triton | Potency, µM (titrated, usually from 57.1 µM), for inactives: at the top dose activity change, negative = inhibition, hits mostly inhibitors | 330,000 tested, 0.52% active | AID 485341;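 further: potency means the concentration at half of the fitted maximal effect; plate controls were no compound for no effect and no enzyme for full effect; nearly all actives have a fitted effect of over 20% in size; some results filed as inactive show a strong effect at the top dose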
# Target sequence (P00811 whole entry, looked up): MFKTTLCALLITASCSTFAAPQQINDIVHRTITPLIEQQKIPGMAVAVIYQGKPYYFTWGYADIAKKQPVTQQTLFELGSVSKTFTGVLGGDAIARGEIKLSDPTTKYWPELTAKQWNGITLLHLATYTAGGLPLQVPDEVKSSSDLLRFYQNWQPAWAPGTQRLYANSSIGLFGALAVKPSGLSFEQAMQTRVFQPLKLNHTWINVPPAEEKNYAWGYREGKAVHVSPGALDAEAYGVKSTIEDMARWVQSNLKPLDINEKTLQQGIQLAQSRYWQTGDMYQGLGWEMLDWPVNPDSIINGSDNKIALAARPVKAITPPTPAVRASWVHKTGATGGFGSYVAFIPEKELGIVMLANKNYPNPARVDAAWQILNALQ
#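 20 mM phosphate pH 7.0 + 0.01% (detergent screen) or 0.0001% Triton X-100; 5.3 nM AmpC reagent; cpd preinc 15 min RT; nitrocefin (800 uM stock) to start; A480 q20 s × 4 min; Activity was normalised to no-enzyme and no-compound control wells.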
# Tb PYK inh: blocks Trypanosoma brucei pyruvate kinase; 410,000 tested, 0.12% active; TbPYK enzyme, Kinase-Glo Plus ATP luminescence, 45 min; Potency, µM (doses to about 76.8 µM), for inactives: at the highest dose activity, negative = inhibition, actives largely listed as inhibitors; AID 624173; Q57TT1; further: potency means the concentration at half of the fitted maximal effect; on the % scale 0 is the no-effect control and ±100 the full control effect; nearly all actives have a fitted effect of over 50% in size
#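 In this concentration-response screen, enzyme-free wells defined baseline while DMSO plates tracked drift. Each reaction combined TbPYK, substrate, compound and 130 uM ADP for 45 min at room temperature. Kinase-Glo Plus luminescence gave the signal.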
# Shiga inhibitor: blocks Shiga toxin action in Vero cells; Vero cells, Shiga toxin protein synthesis inhibition reporter; inhibition, % at 38.7 µM; 290,000 tested, 9.2% active; in the data active means inhibition mostly above about 28%, no sharp cut-off; inactive means mostly below about 43%; further: 0% is about no effect
# Pf growth 48h: P. falciparum growth inhibition at 48 hours (one generation) | P. falciparum luciferase growth in erythrocytes, 48 h | Potency, µM (doses to about 28.7 µM), without a hit: at the top dose activity change, negative = inhibition, hits mostly inhibitors | 310,000 tested, 5.9% active | AID 504832; further: potency means the concentration at half of the fitted maximal effect; on the % scale 0 is the no-effect control and ±100 the full control effect
#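 Compounds are pin-transferred into medium, infected erythrocytes (2% hematocrit, 0.1% parasitemia final) are added, and plates sit one parasite generation at 37 C in 5% CO2. Detection reagent is then added and luminescence measured.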
# CHX counter: counter-screen hit for Shiga toxin inhibitors, cycloheximide | max response, % | cell reporter, cycloheximide protein synthesis inhibition counterscreen | AID 2314 | 300,000 tested, 12% active; in the data active means max response mostly above about 13%, no sharp cut-off; inactive means mostly below about 14%; further: read at 38.3 µM for the half of the compounds with a filed dose; 0% is about no effect
# * = called active by the depositor; ? = inconclusive; . = not tested or not shown; & = joins results of further samples; [ ] = another dose, or the depositor's remark. Unless noted, the call rests on the fitted dose curve; in most records, active means well fitted curve in the direction sought with a large enough effect; inconclusive means small, poorly fitted or top-dose-only effect, or another doubt; inactive means no such curve, though single readings can be large; an effect the other way counts as inactive or inconclusive. Rows were taken by chance. Share with any hit: about 22%.
# The line under a structure holds: Shiga inhibitor, LmPK inh, CHX counter, AmpC no deterg, Pf growth 96h, Tb PYK inh, Pf growth 48h
> O=C(O)c1cccnc1SCc1cccc(Br)c1
 : -6.6, 6.2%, 13.3, -24.3%, -7.9%, -5.2%, 1.65µM*
> O=C(Nc1ccc(CSc2ccccc2)cc1)c1ccco1
 : 95.8*, -5.3%, 45.7*, -36.2%, 67.0%[activator], -4.7%, 15.6%
> Cc1cc2c(cc1S(=O)(=O)CCC(=O)N(C)C1CCCCC1)OCC(=O)N2
 : -0.9, -0.8%, 3.0, 7.2%, -4.9%, 1.5%&-1.8%, -11.4%
> Cc1ccc2nc(NC(=O)CSc3nc(=O)n(CCCN(C)C)c4c3CCC4)sc2c1
 : ., ., ., 114.4%[activator], ?, -4.5%, ?
> COC(=O)c1ccccc1S(=O)(=O)N1CCC(C(=O)NCc2ccco2)CC1
 : ., ., ., -6.9%, ?, -8.0%, -25.3%
> CCOc1ccccc1NC(=O)CSc1ccccc1
 : -1.9, -4.4%, -1.9, -40.8%, ?, 0.0%, ?
> COc1ccc(-n2c(C)csc2=S)cc1
 : 7.3, 1.4%, -2.4, -4.9%, ?, -1.6%, 3.1%
> COC(=O)c1c(N2C(=O)Nc3ccccc3N2O)sc2c1CCCC2
 : -9.1, -2.6%, -3.3, -29.7%, -1.5%, 0.9%, 1.3%
> Cc1ccccc1N1CC2=C(C1=O)C(c1ccccc1)NC(=O)N2C (stereo not drawn)
 : 11.3, 1.6%, 17.5, -3.0%, -4.9%, -10.5%, 0.0%
> CCOCCN1CCC(OC(C)=O)C(C)C1 (stereo not drawn)
 : -20.9, -3.3%, -6.1, -15.6%, 49.5%[activator], 0.0%, 54.5%[activator]
> Cc1cnc(C(=O)NC2CC(C)(C)Cc3c2cnn3-c2cccc(F)c2)cn1 (stereo not drawn)
 : 25.2, -2.4%, 10.4, 128.6%[activator], ?, 3.9%, -4.5%
> C/C(=N\NC(=O)CNC(=O)c1cccs1)c1ccc(Cl)c(Cl)c1
 : 1.2, 2.8%, -2.5, -27.2%, 7.1%, 2.1%, 13.5%
> CCN1CCN(C(=O)c2cc(COc3ccc4ncccc4c3)on2)CC1
 : -26.0, 1.1%, -3.0, -3.2%, 3.2%, 2.6%, -4.4%
> COc1ccc(-c2csc(N3C(=O)C4C5c6ccccc6C(c6ccccc65)[C@@H]4C3=O)n2)cc1 (stereo partly drawn)
 : -6.1, 0.2%, -4.2, -38.2%, -2.7%, -4.9%, -9.3%
> c1ccc(-c2nc(-c3nccc4ccccc34)oc2-c2ccccc2)cc1
 : 74.2*, ?, 46.1*, -18.5%, 33.5%[activator], 1.8%, 45.2%[activator]
> Cc1ccc2cc(CCNC(=O)c3ccc(Br)o3)c(=O)[nH]c2c1
 : -8.7, -1.6%, -4.4, -22.3%, ., 4.7%, -13.7%
> CCOCCn1c(CN2CCc3ccccc3C2)nc2c1c(=O)n(C)c(=O)n2C
 : -16.2, 5.7%, 2.0, 1.3%, ?, 2.6%, ?
> O=C(/C(=C/O)N=Nc1ccccc1)c1ccco1
 : 16.4, -6.6%, 12.5, -19.3%, 97.5%[activator], -3.9%, 29.9%
> O=C(NC(=S)Nc1ncccn1)c1ccc(F)cc1
 : 69.9*, -4.6%, 48.6*, -23.9%, 3.1%, 0.0%, 29.0%
> O=C(Cc1ccc(F)cc1)NC(Cc1c[nH]c2ccccc12)C(=O)O (stereo not drawn)
 : -5.6, 2.1%, -3.4, -21.9%, 4.2%, 27.5%, 0.4%
> O=C(NCCN1CCOCC1)/C(=C/c1ccc(F)cc1)NC(=O)c1ccccc1
 : -6.9, -0.3%, -4.4, -3.1%, 5.0%, -1.2%, 15.1%
> O=C(Nc1cccc(C(F)(F)F)c1)c1ccc(Cn2cc(Br)cn2)o1
 : -23.3, 2.5%, 2.4, -20.9%, 14.2%, 3.1%, 31.0%[activator]
> COc1cccc(-n2ccnc2SCC(=O)Nc2cc(OC)ccc2OC)c1
 : 17.0, -2.2%, 0.2, -6.6%, 0.3%, -4.1%, 11.6%
> CSCCC(N=Cc1c(O)n(-c2ccc(Cl)cc2)c(=O)[nH]c1=O)C(=O)OC(C)(C)C (stereo not drawn)
 : -8.4, 4.5%, -5.6, -1.1%, ., ., -1.8%
> CCOc1nc(CC)nc(NC(=O)NS(=O)(=O)c2ccccc2Cl)n1
 : 14.2, 7.6%, -3.5, -1.2%, -11.7%, -2.6%, -18.9%
> O=C(CN1CCN(S(=O)(=O)c2ccc3ccccc3c2)CC1)N1CCc2ccccc2C1
 : -5.9, -0.4%, -4.5, 33.9%, ?, 2.0%, -1.2%
> CCn1c(O)c(N=NC(=O)c2ccc(CSc3nncn3C)cc2)c2ccccc21
 : -7.8, 1.2%, -1.1, 118.4%[activator], 11.7µM*, -4.9%, 10.4µM*
> O=C(Nc1ccc(-c2nc3cccnc3s2)cc1)c1ccc(Br)o1
 : 52.6*, 0.1%, 47.0*, -16.7%, ?, 4.3%, ?
> OCC1(CO)COC(CCc2ccccc2)=N1
 : -5.6, -0.3%, -3.3, -6.4%, 0.0%, 9.1%, 1.4%
> Cc1noc(C)c1COC(=O)CCCOc1ccc(Cl)cc1Cl
 : 3.7, 2.4%, 2.3, 42.1%, 78.9%[activator], 1.2%, 58.8%[activator]

# Single records, as listed above. Order of values: Shiga inhibitor | LmPK inh | CHX counter | AmpC no deterg | Pf growth 96h | Tb PYK inh | Pf growth 48h
# CCOCCn1c(CN2CCc3ccccc3C2)nc2c1c(=O)n(C)c(=O)n2C in the list: -16.2 | 5.7% | 2.0 | 1.3% | ? | 2.6% | ?
# C/C(=N\NC(=O)CNC(=O)c1cccs1)c1ccc(Cl)c(Cl)c1 in the list: 1.2 | 2.8% | -2.5 | -27.2% | 7.1% | 2.1% | 13.5%

# Two compounds drawn at random from those above:
# The line under a structure holds: Shiga inhibitor, LmPK inh, CHX counter, AmpC no deterg, Pf growth 96h, Tb PYK inh, Pf growth 48h
> Cc1cnc(C(=O)NC2CC(C)(C)Cc3c2cnn3-c2cccc(F)c2)cn1 (stereo not drawn)
 : 25.2, -2.4%, 10.4, 128.6%[activator], ?, 3.9%, -4.5%
> CCOc1nc(CC)nc(NC(=O)NS(=O)(=O)c2ccccc2Cl)n1
 : 14.2, 7.6%, -3.5, -1.2%, -11.7%, -2.6%, -18.9%

# Remaining list, next part.
# The line under a structure holds: Shiga inhibitor, LmPK inh, CHX counter, AmpC no deterg, Pf growth 96h, Tb PYK inh, Pf growth 48h
> CC(O)CNC(=O)Cc1cc(=O)[nH]c(=O)[nH]1 (stereo not drawn)
 : 12.3, -3.5%, -1.7, -5.9%, 43.3%, 4.1%, 14.6%
> COc1cc(NC(=O)c2cc(S(=O)(=O)N3CCc4ccccc43)cn2C)cc(OC)c1OC
 : -3.1, 10.3%, 8.9, 116.2%[activator], 1.8%, -1.6%&2.1%, 11.7µM*
> O=C(O)CCc1nc2ccccc2[nH]1
 : ., ., ., ., -22.6%, -0.1%, -98.8%
> O=C(Nc1cccc(NC(=O)c2cccs2)c1)c1ccc(F)cc1
 : 4.4, 5.7%, -2.2, -41.0%, 19.2%, 0.7%, 3.3%
> CC1(C)SC2c3ccccc3C(=O)N2[C@@H]1C(=O)O (stereo partly drawn)
 : -3.3, 0.5%, 10.8, -19.2%, 52.6%[activator], -0.6%, 5.9%
> C[C@@H](CN1C(=O)C(=O)NC[C@@H]1Cc1ccc(O)cc1)NC(=O)Cc1ccccc1
 : -1.7, -5.0%, -2.6, -12.4%, 45.6%[activator], -13.5%, 53.9%[activator]
> CCC1(C(=O)OC)CCc2c(cc(OC)c3ccccc23)C1=O (stereo not drawn)
 : -2.3, -1.3%, -3.4, 24.9%, ?, -1.8%, -14.8%
> CCn1c(CSc2nc3ccccc3s2)nc2ccccc21
 : 21.0, 5.1%, 22.5, -28.0%, ?, -3.6%, ?
> COCCN1C(=O)c2[nH]nc(-c3ccccc3O)c2C1c1ccc(OC)cc1 (stereo not drawn)
 : -13.3, 0.2%, -0.9, -25.3%, -20.4%, 5.7%, -25.5%
> COc1cc(/C=N/NC(=O)c2ccc(O)cc2)ccc1OCC(=O)Nc1cccc([N+](=O)[O-])c1
 : 11.0, -1.2%, 6.9, -30.5%, 10.4µM*, 3.7%, 22.5%
> COC(=O)c1cccc(-n2c(C)cc(C=O)c2C)c1
 : 9.1, 1.5%, 5.0, -17.3%, ?, 0.5%, 15.6%
> COc1ccc(N2CCC(CNC(=O)Nc3ccc(Cl)cc3)C2)cc1 (stereo not drawn)
 : 23.1, 1.6%, 13.9*, -54.6%, -23.2%, -17.3%, -19.2%
> O=C(COC(=O)CNC(=O)c1ccccc1F)Nc1ccc2c(c1)OCCO2
 : -1.4, -0.8%, 0.9, -29.3%, 51.4%[activator], -0.8%, 7.2%
> CN(C)/C=C/c1[nH]c(=O)[nH]c(=O)c1[N+](=O)[O-]
 : 2.6, 1.4%, 5.1, 2.4%, 24.7%, 0.3%, 17.3%
> CCc1nc2ccccc2n1CC(C)C(=O)O (stereo not drawn)
 : 12.7, 3.3%, -1.6, -17.0%, ?, -2.8%, -16.0%
> COc1ccccc1CNC(=O)c1cccc(S(=O)(=O)N2CCN(C)CC2)c1
 : -3.1, -2.8%, 1.8, -2.4%, -0.8%, -3.4%, -3.0%
> O=C(NC1CC1)c1ccc2c(c1)N(Cc1ccc(Cl)cc1)CCS2
 : -10.8, -4.3%, -7.9, -25.1%, ?, 1.1%, ?
> O=C(NCCCn1ccnc1)c1ccc(OCC(F)(F)F)cc1
 : 0.3, -0.2%, 3.8, -3.9%, 17.5%, -2.7%, 31.3%
> CCn1c(C(=O)NCCCN2CCc3ccccc3C2)cc2sccc21
 : -8.9, 7.8%, -2.7, 43.2%[activator], ?, 8.7%, ?
> N#Cc1ccc(N2CCN(C(=O)c3cccc(F)c3)CC2)c(F)c1
 : -12.2, -0.2%, -6.8, -4.6%, -2.9%, 1.7%, -8.3%
> C=C(C)C(=O)Nc1cccc(C2=NOC3(C2)C[C@@H](C(N)=O)N(C(=O)/C=C/C=C/C)C3)c1 (stereo partly drawn)
 : -1.3, -4.4%, -3.7, -1.9%, 27.5%, -14.1%, 49.5%[activator]
> Cc1ccnc(SCCn2c(N3CCN(c4ccccc4)CC3)nc3c2c(=O)[nH]c(=O)n3C)n1
 : 6.7, 6.8%, -2.8, 3.5%, 4.65µM*, 1.8%, .
> COc1ccc(OCC(=O)N/N=C/c2ccsc2)cc1
 : 13.9, -11.8%, -1.1, -7.9%, 12.3%, -7.6%, 16.6%
> ClC(=C\c1ccccc1)/C=N/N1CCN(c2ccccn2)CC1
 : 53.3*, 1.4%, 32.9*, -11.0%, 85.7%[activator], -0.9%, 88.7%[activator]
> Cc1ccc(OCCN(C)C(=O)C2CCC(=O)N(Cc3ccccc3F)C2)cc1 (stereo not drawn)
 : -27.2, -8.9%, -1.1, 140.8%[activator], 1.2%, -10.9%, -7.0%
> Cc1[nH]n(-c2ccccc2)c(=O)c1/C=N/NC(=O)c1ccc(O)cc1O
 : 68.1*, -9.0%, 29.4*, -39.4%, ?, -2.3%, .
